Nrf2 activator: qHTS of Nrf2 Activators. Potency, µM (doses to about 46.1 µM), for the others: at the highest dose activation, usual class: activators. AREc32 ARE-luciferase reporter (MCF7-derived line), luminescence, 24 h. 0.31% of 410,000 active. AID 624171, 2012; further: potency means the concentration at half of the fitted maximal effect; % of control where 0% means no effect; nearly all actives have a fitted effect of over 65% in size
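For detection, Steady-Glo was added and plates sat 30 min at RT; before that, AREc32_Fluc cells grown overnight in OPTI-MEM/5% FBS had been treated with 23 nL compound for 24 hr at 37 deg C.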
A549 tox: Nrf2 qHTS screen for inhibitors: counterscreen for cytotoxicity; A549 ARE-Fluc cells, CellTiter-Fluor viability, 18-24 h; Potency, µM (doses to about 46 µM), inactives show at the top dose activity change, negative = cytotoxicity, hits mostly inhibitors; 0.16% of 390,000 active; further: potency means the concentration at half of the fitted maximal effect; on the % scale 0 is the no-effect control and ±100 the full control effect
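A549 ARE_Fluc cells in 5% FBS OPTI-MEM were exposed to compounds in concentration-response for 18-24 h at 37 deg C. Viability was read by CellTiter-Fluor fluorescence (Ex 405/Em 525) after 30 min, before the luciferase read.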
HepG2 viability: qHTS for Inhibitors of TGF-b: Cytotox Counterscreen; 0.76% of 410,000 active; Potency, µM (top dose mostly 46.1 µM), without a hit: top-dose activity change, negative = cytotoxicity, hits mostly cytotoxic; HepG2 CAGA-GFP viability, ATP luminescence, 18 h; AID 588856, 2011; further: potency means the concentration at half of the fitted maximal effect; some results filed as inactive show a strong effect at the top dose
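HepG2 CAGA-GFP cells (1000/well, DMEM with 1% FBS) received compound, then TGF-beta at 500 pg/mL final, and were incubated 18 hours at 37 degrees C. Viability was read by CellTiter-Glo luminescence. Media-only wells were set as complete cell-killing and DMSO as no toxicity.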
EPAC2 agonist: qHTS for Agonist of cAMP-regulated guanine nucleotide exchange factor 4 (EPAC2): primary screen; 0.079% of 360,000 active; EPAC2 activation, biochemical qHTS; response scale: 100% = 6.5 mM cAMP response; Rap guanine nucleotide exchange factor 4 (Homo sapiens), Q8WZA2; Potency, µM (top dose mostly 154 µM), for the others: top-dose activation, actives largely listed as activators; further: potency means the concentration at half of the fitted maximal effect; nearly all actives have a fitted effect of over 50% in size
Target sequence (Q8WZA2 whole entry, looked up): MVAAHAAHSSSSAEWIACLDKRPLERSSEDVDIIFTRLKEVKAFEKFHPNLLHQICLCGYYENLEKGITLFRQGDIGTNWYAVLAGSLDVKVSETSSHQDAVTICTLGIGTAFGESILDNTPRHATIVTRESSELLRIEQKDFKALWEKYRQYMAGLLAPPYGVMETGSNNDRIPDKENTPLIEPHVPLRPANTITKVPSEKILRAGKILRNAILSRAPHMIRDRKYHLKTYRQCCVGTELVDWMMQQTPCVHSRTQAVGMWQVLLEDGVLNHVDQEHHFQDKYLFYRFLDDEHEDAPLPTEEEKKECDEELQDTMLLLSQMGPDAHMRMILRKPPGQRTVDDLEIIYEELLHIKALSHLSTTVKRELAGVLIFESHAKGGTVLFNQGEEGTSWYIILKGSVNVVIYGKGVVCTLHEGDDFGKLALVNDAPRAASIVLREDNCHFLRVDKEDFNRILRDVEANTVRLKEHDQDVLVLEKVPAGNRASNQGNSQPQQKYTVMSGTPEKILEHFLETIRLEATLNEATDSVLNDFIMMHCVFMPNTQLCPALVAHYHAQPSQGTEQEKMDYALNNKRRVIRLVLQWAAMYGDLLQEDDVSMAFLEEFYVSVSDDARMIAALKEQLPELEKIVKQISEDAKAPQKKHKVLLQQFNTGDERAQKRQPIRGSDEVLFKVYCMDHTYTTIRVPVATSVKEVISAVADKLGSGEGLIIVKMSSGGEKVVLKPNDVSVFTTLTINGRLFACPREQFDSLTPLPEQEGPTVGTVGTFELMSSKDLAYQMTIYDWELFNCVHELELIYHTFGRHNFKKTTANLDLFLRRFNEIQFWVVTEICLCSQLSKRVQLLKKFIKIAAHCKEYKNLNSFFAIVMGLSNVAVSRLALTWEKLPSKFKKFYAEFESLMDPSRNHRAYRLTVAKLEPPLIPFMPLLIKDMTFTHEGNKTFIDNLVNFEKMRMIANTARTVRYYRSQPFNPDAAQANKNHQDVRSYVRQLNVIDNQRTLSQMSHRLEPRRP
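Guanine nucleotide exchange by EPAC2 is measured as reduced fluorescence of BODIPY-GDP once it is released from 250 nM Rap1B. Plates are read kinetically for 30 min at room temperature; results are scaled to 6.5 mM cAMP.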
IL2 activator: qHTS of IL-2 Activators; IL-2 activation reporter assay, cell-based qHTS; stimulated with anti-CD3/CD4/CD28 beads; in transgenic mouse T cells; activation, % (series mostly up to about 46 µM); 0.065% of 360,000 active; in the data active means activation above about 50%; inconclusive means mostly about 30% to 49%; further: 0% is about no effect
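Unstimulated transgenic mouse T cells; 60-min compound exposure; bead-based TCR/CD4/CD28 stimulation; 18 h culture, 37 degrees C; dual fluorescence (EGFP, DsRed) plate cytometry.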
TGFb inhibitor: qHTS for Inhibitors of TGF-b; HepG2 CAGA-GFP TGF-b/SMAD3 reporter, GFP fluorescence, 18 h; TGF-beta stimulated, 500 pg/mL final; Potency, µM (doses to about 46.1 µM), for the others: top-dose activity, negative = inhibition, hits mostly inhibitors; 1.2% of 410,000 active; AID 588855, 2011; further: potency means the concentration at half of the fitted maximal effect; on the % scale 0 is the no-effect control and ±100 the full control effect; nearly all actives have a fitted effect of over 65% in size
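Per well, imaged GFP fluorescence of HEPG2 CAGA-GFP cells gives the signal; cells get compound, then TGF-beta (500 pg/mL final), 18 h at 37 degrees C; %Activity versus -TGF-beta and +DMSO controls.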
Nrf2 block: Nrf2 qHTS screen for inhibitors. AID 504444, 2011. 2.1% of 360,000 active. Potency, µM (top dose mostly 46 µM), inactives show at the highest dose activity change, negative = inhibition, usual class: inhibitors. A549 ARE-Fluc reporter, luciferase luminescence, 18-24 h; further: potency means the concentration at half of the fitted maximal effect; on the % scale 0 is the no-effect control and ±100 the full control effect; nearly all actives have a fitted effect of over 60% in size
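A549 ARE_Fluc cells (5000/well, 5% FBS OPTI-MEM) pre-incubated 2 h, then treated with compounds 18-24 h at 37C/5% CO2 in concentration-response. CellTiter-Fluor viability read first; BugLite luciferase luminescence after 15 min at room temperature gives Nrf2 activity.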
ATXN2 expr inh: Primary qHTS for Inhibitors of ATXN expression; Potency, µM (titrated, usually from 57 µM), without a hit: at the highest dose activity change, negative = inhibition, hits mostly inhibitors; HEK-293 ATXN2-luciferase reporter, luminescence, 24 h; 0.72% of 360,000 active; further: potency means the concentration at half of the fitted maximal effect; on the % scale 0 is the no-effect control and ±100 the full control effect; nearly all actives have a fitted effect of over 55% in size
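qHTS (up to 57 uM final) was run with 24 h compound exposure of reporter cells at 37 °C. Each well was multiplexed: SteadyGlo luminescence measured ATXN2-luciferase expression after a fluorogenic Gly-Phe-AFC viability readout (25 uM final).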
S2 tox: Viability Counterscreen for Primary qHTS for Inhibitors of ATXN expression; S2 cells (HEK-293 line with an ATXN2-luciferase reporter) viability, CellTiter-Fluor protease fluorescence, 24 h; 0.49% of 400,000 active; Potency, µM (series often up to 56.7 µM), actives largely listed as cytotoxic; AID 651635, 2014; further: potency means the concentration at half of the fitted maximal effect; nearly all actives have a fitted effect of over 40% in size
The depositor's hits bear a star; i = inactive; ? = inconclusive; · = no result given; & = joins results of further samples; [ ] = remark or other dose. Unless noted, the call rests on the fitted dose curve; in most records, active means well fitted curve in the direction sought with a large enough effect; inconclusive means small, poorly fitted or top-dose-only effect, or another doubt; inactive means no such curve, though single readings can be large; an effect the other way counts as inactive or inconclusive.

1	Cc1c(Cl)cccc1-n1nc(C)c2c(C)cc(=O)n(CC(=O)NCc3ccccc3)c21
2	Cc1cc(=O)n(C2CCS(=O)(=O)C2)[nH]1 (stereo not given)
3	COc1cccc(C2C(C#N)=C(N)N(N(C)C)C3=C2C(=O)CC(C)(C)C3)c1 (stereo not given)
4	COc1cc(CCC(=O)OCC(=O)Nc2ncc(Cl)cc2Cl)cc(OC)c1OC
5	Cc1cc(C)nc(NS(=O)(=O)c2ccc(NC(=O)c3ccco3)cc2)n1
6	O=C(NCCCc1nc2ccccc2n1CCCCOc1ccccc1)C1CCCCC1
compound no.	1	2	3	4	5	6
Nrf2 activator	-1.1%	0.2%	0.5%	-0.4%	0.3%	·
A549 tox	-0.5%	-6.5%	-2.1%	-0.8%	-1.5%	?
HepG2 viability	2.6%	-5.0%	4.1%	14.4%	12.2%	-7.9%
EPAC2 agonist	·	9.3%	5.6%	-2.6%	-4.9%	·
IL2 activator	·	0.1	-0.3	1.3	-2.8	·
TGFb inhibitor	-3.1%	0.9%	8.6%	0.5%	5.6%	?
Nrf2 block	·	-1.1%	-1.3%	·	·	?
ATXN2 expr inh	7.6%	-2.8%	2.5%	3.1%	-0.3%	·
S2 tox	i	i	?	i	i	·

7	N#C/C(=C(/O)c1ccc(Br)s1)c1nc2ccccc2[nH]1
8	COc1ccccc1NC(CC(=O)c1ccccc1)C(=O)OCC(=O)c1ccc(C)c(C)c1 (stereo not given)
9	CCOC(=O)C1CCN(S(=O)(=O)c2ccc(NC(C)=O)c(Cl)c2)CC1
10	Cc1cc(=O)n(-c2ccc(C(=O)O)cc2)[nH]1
11	Cc1ccc(S(=O)(=O)N2CCC(c3nnc(-c4cccc(C)c4)o3)CC2)cc1
12	CC1CN(C(=O)c2cccc(C(=O)N3CC(C)OC(C)C3)c2)CC(C)O1 (stereo not given)
compound no.	7	8	9	10	11	12
Nrf2 activator	?	12.6µM*	0.2%	0.2%	20.6%	2.6%
A549 tox	2.1%	-11.3%	-1.7%	-2.1%	-6.2%	-3.9%
HepG2 viability	-5.8%	-2.1%	-55.4%	-4.5%	-41.7%	-18.1%
EPAC2 agonist	6.1%	7.6%	1.1%	0.7%	·	8.8%
IL2 activator	-3.2	-0.2	-2.0	0.3	·	-0.4
TGFb inhibitor	1.3%	31.7%[activator]	0.0%	-2.8%	?	0.0%
Nrf2 block	10.6%	?	4.3%	4.0%	?	5.4%
ATXN2 expr inh	-0.9%	91.4%[activator]	0.3%	-4.6%	5.62µM*	-3.2%
S2 tox	i	i	i	?	7.94µM*	i

13	COCCN(C(=O)CCC(=O)Nc1nccs1)C(C(=O)NC(C)(C)C)c1ccc(C)cc1 (stereo not given)
14	O=C(Cn1cnc2ccccc2c1=O)NNC(=O)c1cccc([N+](=O)[O-])c1
15	O=C(COC(=O)c1cccnc1)Nc1cccc2ccccc12
16	CC(=O)Nc1ccc(NC(=O)CN(C)CC(=O)Nc2ccccc2Br)cc1
17	CCCCNC(=O)C1c2ccccc2OCC(=O)N1CCc1c[nH]c2ccccc12 (stereo not given)
18	COc1ccc(NS(=O)(=O)c2cc3c(cc2C)N(C)CCO3)c(OC)c1
compound no.	13	14	15	16	17	18
Nrf2 activator	-0.6%	-0.3%	0.2%	0.2%	-0.6%	-0.8%
A549 tox	-4.6%	-0.3%	3.5%	-0.3%	·	0.5%
HepG2 viability	3.1%	-4.9%	-7.7%	6.9%	·	-22.9%
EPAC2 agonist	20.4%	3.1%	4.1%	2.4%	12.5%	1.5%
IL2 activator	1.7	-0.5	-2.1	-1.6	0.2	-4.1
TGFb inhibitor	2.3%	10.7%	-5.2%	1.6%	·	5.5%
Nrf2 block	-8.3%	-18.3%	4.1%	18.5%	·	-16.8%
ATXN2 expr inh	5.0%	·	-27.7%	·	9.6%	-13.5%
S2 tox	i	i	i	i	i	·

19	CC(C)N(CCCNC(=O)Cn1c(=O)c2cccn2c2ccccc21)Cc1ccccc1
20	O=S(=O)(/N=C(/Nc1ccccn1)c1ccc(Cl)cc1)c1ccc(Cl)cc1
21	COc1ccc(C(=O)N(Cc2ccco2)Cc2ccc(C)o2)cc1
22	COC(=O)c1ccc2cc(OC)c(OC)cc2c1
23	c1ccc(-c2nnc3nc(N4CCCCC4)nc(N4CCCCC4)n23)cc1
24	CCOC(=O)c1c(NC(=O)c2cccnc2)sc(C)c1C
compound no.	19	20	21	22	23	24
Nrf2 activator	4.4%	13.8%	6.3%	5.1%	2.5%	-0.3%
A549 tox	-0.7%	-5.3%	-5.9%	·	13.0%	-0.9%
HepG2 viability	-6.2%	-5.0%	-24.5%	-16.8%	-28.3%	-21.7%
EPAC2 agonist	-6.9%	0.2%	·	-0.1%	4.9%	-3.1%
IL2 activator	-2.1	-0.1	·	1.4	0.2	-1.7
TGFb inhibitor	-14.2%	8.1%	0.0%	-20.5%	0.0%	13.1%
Nrf2 block	3.5%	1.0%	-11.6%	·	2.4%	?
ATXN2 expr inh	-15.8%	16.1%	·	·	-16.1%	-8.2%
S2 tox	i	i	·	i	i	i

Compounds 6 to 9 from above:
6	O=C(NCCCc1nc2ccccc2n1CCCCOc1ccccc1)C1CCCCC1
7	N#C/C(=C(/O)c1ccc(Br)s1)c1nc2ccccc2[nH]1
8	COc1ccccc1NC(CC(=O)c1ccccc1)C(=O)OCC(=O)c1ccc(C)c(C)c1 (stereo not given)
9	CCOC(=O)C1CCN(S(=O)(=O)c2ccc(NC(C)=O)c(Cl)c2)CC1
compound no.	6	7	8	9
Nrf2 activator	·	?	12.6µM*	0.2%
A549 tox	?	2.1%	-11.3%	-1.7%
HepG2 viability	-7.9%	-5.8%	-2.1%	-55.4%
EPAC2 agonist	·	6.1%	7.6%	1.1%
IL2 activator	·	-3.2	-0.2	-2.0
TGFb inhibitor	?	1.3%	31.7%[activator]	0.0%
Nrf2 block	?	10.6%	?	4.3%
ATXN2 expr inh	·	-0.9%	91.4%[activator]	0.3%
S2 tox	·	i	i	i

(continued)
25	O=C(CCN1CCN(Cc2ccccc2)CC1)NNC(=O)Nc1cccc(Cl)c1
26	Cc1ccc(NC(=S)N2CCCC(c3nc4ccc(C)cc4[nH]3)C2)c(C)c1 (stereo not given)
27	CC(C)(C)C(=O)N1CCN(c2ccc3c(c2)C2CC3CCN2C(=O)OCc2ccccc2)CC1 (stereo not given)
28	O=C(CNC(=O)c1ccc(Oc2ccccc2)cc1)OCc1ccc(Br)cc1
29	CCn1c2ccccc2c2nnc(SCC(=O)Nc3cc(C)on3)nc21
30	O=C(CCC1CCN(C(=O)Cc2c(F)cccc2F)CC1)NC1CC1
compound no.	25	26	27	28	29	30
Nrf2 activator	-0.4%	0.3%	0.8%	-0.2%	0.2%	0.0%
A549 tox	1.1%	-5.7%	·	0.2%	2.1%	-1.0%
HepG2 viability	-3.4%	-49.7%	-30.7%	-1.3%	-10.6%	-12.1%
EPAC2 agonist	7.3%	1.6%	10.1%	18.5%	4.0%	4.7%
IL2 activator	-1.6	-2.3	0.1	-4.1	0.5	7.0
TGFb inhibitor	-18.8%	?	?	9.0%	-9.3%	-8.6%
Nrf2 block	3.6%	-21.0%	·	-0.3%	6.0%	4.9%
ATXN2 expr inh	-8.3%	-3.3%	3.5%	-5.6%	8.3%	7.4%
S2 tox	i	?	i	i	i	i

31	COc1cc(OC)cc(C(=O)NCCNC(=O)c2ccco2)c1
32	COc1cc(OC)cc(C(=O)N[C@H](C(=O)Nc2ccc(S(=O)(=O)N(C)C)cc2)C(C)C)c1
33	CC(=O)N1CCCc2cc(S(=O)(=O)NCc3ccccc3Cl)ccc21
34	CCc1c(C)[nH]c2ccc(C)cc2c1=O
35	COc1cc(NC(=O)Cn2cnc(S(=O)(=O)N3CCOCC3)c2)cc(OC)c1OC
36	COc1cc(/C=N/N2CCN(C3c4ccccc4-c4ccccc43)CC2)cc(OC)c1OC
compound no.	31	32	33	34	35	36
Nrf2 activator	2.1%	-0.1%	3.6%	0.2%	-0.9%	-0.1%
A549 tox	-3.0%	-5.6%	10.2%	-0.2%	0.9%	0.2%
HepG2 viability	8.8%	-4.5%	-34.7%	-15.2%	0.1%	-4.2%
EPAC2 agonist	2.2%	-9.4%	·	4.3%	12.6%	4.7%
IL2 activator	-0.1	-3.4	·	-1.0	-1.8	0.1
TGFb inhibitor	-25.9%	-17.2%	-27.1%	-4.8%	-6.0%	-17.6%
Nrf2 block	?	1.6%	·	-5.8%	-15.5%	11.6%
ATXN2 expr inh	-5.9%	-15.1%	2.0%	30.4%	0.7%	6.5%
S2 tox	i	i	i	i	i	i

37	O=Nc1c2ccc[nH]c-2c2ccc([N+](=O)[O-])cc12
38	Cc1cc(S(=O)(=O)NCC(c2ccco2)S(=O)(=O)c2ccccc2)ccc1F (stereo not given)
39	Cc1ccc(CNC(=O)CN(c2ccc(C)cc2)S(=O)(=O)c2c(C)nn(C)c2C)cc1
40	CC(OC(=O)C1=COCCO1)C(=O)Nc1ncc(Cl)cc1Cl (stereo not given)
compound no.	37	38	39	40
Nrf2 activator	-0.3%	7.9%	-0.8%&2.5%	0.5%
A549 tox	3.9%	0.0%	-3.1%&6.5%	-12.1%
HepG2 viability	0.6%	-9.3%	-17.3%&-28.6%	9.0%
EPAC2 agonist	3.4%	·	0.7%	-4.1%
IL2 activator	-3.4	·	-0.6	-0.1
TGFb inhibitor	-12.6%	-9.7%	?	2.8%
Nrf2 block	?	·	10.7%&9.5%	0.8%
ATXN2 expr inh	?	·	5.4%	7.2%
S2 tox	i	·	i	i

Compound activity deposited in PubChem by National Center for Advancing Translational Sciences (NCATS).
